Compound activity deposited in PubChem BioAssay by National Center for Advancing Translational Sciences (NCATS).
G9a inh: blocks human histone lysine methyltransferase G9a; Q96KQ7; G9a H3K9 monomethylation, AlphaScreen, 2 h; Potency, µM (doses to about 102 µM), for inactives: at the top dose activity, negative = inhibition, hits mostly inhibitors; actives 8.8% (n = 350,000); note: % is set by controls: 0 for no effect and ±100 for the full control effect; nearly all actives have a fitted effect of over 75% in size
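Step 1: enzyme (final 20 nM) with compound, 15 min RT. Step 2: substrate peptide 500 nM and SAM 20 uM, 2 h RT. Step 3: anti-H3K9me1 antibody and AlphaScreen beads, 10 min, then plate read.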
PGK inhibitor: blocks T. brucei phosphoglycerate kinase. P07378. PGK/GAPDH coupled, Kinase-Glo luminescence, 60 min. Potency, µM (titrated, usually from 57.5 µM), without a hit: at the top dose activity change, negative = inhibition, most hits filed as inhibitors. actives 0.043% (n = 380,000). AID 602233; note: % is set by controls: 0 for no effect and ±100 for the full control effect; nearly all actives have a fitted effect of over 60% in size
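Luminescent ATP detection (Kinase-Glo Plus) follows a 60-minute room-temperature incubation, with wells lacking PGK as controls. Buffer: 100 mM TEA (pH 7.6), 5 mM MgCl2, 0.01% Tween-20. Coupling enzyme GAPDH (100 nM final) supplies unstable 1,3-BPG in-well.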
GLS inh: glutaminase GLS (human) inhibition; GLS enzymatic activity, qHTS titration; Potency, µM (doses to about 45.5 µM), for the others: at the highest dose activity change, negative = inhibition, usual class: inhibitors; actives 0.21% (n = 410,000); note: % is set by controls: 0 for no effect and ±100 for the full control effect
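Compounds were pin-transferred onto hKGA, after which L-glutamine (1 mM solution) and a detection mix of glutamate oxidase, HRP and Amplex Red were added. Initial and 30 min RT fluorescence reads were collected.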
Pin1 inhibitor: inhibitors of human Pin1; Potency, µM (doses to about 115 µM), for inactives: at the top dose activity, negative = inhibition, hits mostly inhibitors; Pin1 FP peptide displacement, HiFluor488, 10 min; actives 0.009% (n = 390,000); AID 504891; Q13526; active = well fitted inhibition curve with a large enough effect in the polarisation, with a control signal flat, not every such curve was filed as active; inconclusive = small, poorly fitted or top-dose-only effect, or effect the other way, or a change in a side signal; inactive = no such curve, though single readings can be large or run the other way; the % refers to the polarisation; note: % is set by controls: 0 for no effect and ±100 for the full control effect
BLM inh: inhibitors of human Bloom syndrome helicase BLM. actives 0.2% (n = 350,000). P54132. recombinant BLM DNA unwinding, fluorescence dequenching. Potency, µM (series often up to 56.1 µM), inactives show at the top dose activity change, negative = inhibition, usual class: inhibitors;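 note: plate controls were vehicle for no effect and no enzyme for full effect; nearly all actives have a fitted effect of over 35% in size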
HP1b chromo inh: HP1-beta chromodomain-methylated histone interaction inhibition | Potency, µM (titrated, usually from 114 µM), inactives show top-dose activity change, negative = inhibition, hits mostly inhibitors | actives 0.56% (n = 390,000) | AlphaScreen HP1-beta / biotin-H3K9me3 peptide binding | AID 540317; note: nearly all actives have a fitted effect of over 70% in size; inactives centre near 23
Target sequence (P83916 whole entry, looked up): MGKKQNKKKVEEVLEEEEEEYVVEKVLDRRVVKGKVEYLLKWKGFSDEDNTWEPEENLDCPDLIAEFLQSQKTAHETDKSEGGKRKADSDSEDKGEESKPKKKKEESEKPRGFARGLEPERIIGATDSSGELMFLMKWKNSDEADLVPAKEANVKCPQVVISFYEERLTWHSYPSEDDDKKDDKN
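HP1-beta protein (50 nM final) preincubated 30 min at room temperature with biotinylated H3(1-18)K9me3 peptide (50 nM) in PBS pH 7.4, 0.01% Tween-20, then compound added for 30 min. AlphaScreen streptavidin donor/nickel chelate acceptor beads (10 ug/mL final), 30 min dark, luminescence read.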
POLI inh: DNA polymerase iota (human) inhibition; Q9UNA4; AID 588590; Potency, µM (doses to about 115 µM), for the others: at the highest dose activity, negative = inhibition, hits mostly inhibitors; actives 1% (n = 390,000); Pol iota fluorescent replication assay, 10 min
Target sequence (Q9UNA4 whole entry, looked up): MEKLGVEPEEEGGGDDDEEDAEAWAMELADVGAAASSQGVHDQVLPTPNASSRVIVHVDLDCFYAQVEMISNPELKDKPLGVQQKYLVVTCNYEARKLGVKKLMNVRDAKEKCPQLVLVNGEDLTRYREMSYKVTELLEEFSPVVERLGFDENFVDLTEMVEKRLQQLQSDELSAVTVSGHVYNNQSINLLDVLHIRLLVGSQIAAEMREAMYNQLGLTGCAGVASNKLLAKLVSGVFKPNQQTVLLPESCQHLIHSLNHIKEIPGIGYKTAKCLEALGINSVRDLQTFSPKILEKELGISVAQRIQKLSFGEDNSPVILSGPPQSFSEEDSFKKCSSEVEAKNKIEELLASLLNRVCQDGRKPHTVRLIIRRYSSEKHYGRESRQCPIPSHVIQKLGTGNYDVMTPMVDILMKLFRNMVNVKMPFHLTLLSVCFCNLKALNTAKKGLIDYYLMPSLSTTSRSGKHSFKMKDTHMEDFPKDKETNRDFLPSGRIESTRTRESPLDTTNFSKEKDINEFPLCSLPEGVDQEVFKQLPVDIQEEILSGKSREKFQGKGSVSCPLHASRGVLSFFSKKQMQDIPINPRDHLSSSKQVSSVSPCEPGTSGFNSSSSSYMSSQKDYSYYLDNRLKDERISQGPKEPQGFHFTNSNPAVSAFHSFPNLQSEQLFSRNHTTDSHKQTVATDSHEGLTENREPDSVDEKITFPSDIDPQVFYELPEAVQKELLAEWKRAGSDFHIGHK
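Fluorescent replication assay read twice, at 0 min and 10 min after adding 50 nM (final) substrate. Enzyme (10 nM) and compounds were first incubated 15 min at room temperature; enzyme-free buffer wells were negative controls.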
JMJD2A Tudor: blocks the human JMJD2A Tudor domain; O75164; AlphaScreen JMJD2A-Tudor / H3K4me3 peptide binding; Potency, µM (doses to about 114 µM), for inactives: at the top dose activity change, negative = inhibition, hits mostly inhibitors; actives 4.4% (n = 390,000); note: % is set by controls: 0 for no effect and ±100 for the full control effect; nearly all actives have a fitted effect of over 50% in size
BAZ2B block: inhibitors of human BAZ2B bromodomain | AlphaScreen BAZ2B-H3K14Ac peptide displacement | Potency, µM (top dose mostly 114 µM), inactives show at the top dose activity change, negative = inhibition, hits mostly inhibitors | actives 4.4% (n = 360,000) | AID 504333; note: % is set by controls: 0 for no effect and ±100 for the full control effect; nearly all actives have a fitted effect of over 60% in size
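Multi-concentration screen (max 110 uM) measuring displacement of acetylated histone H3 peptide from BAZ2B by AlphaScreen, using 50 nM protein, 50 nM peptide and 10 ug/mL streptavidin donor plus Ni-chelate acceptor beads.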
Starred values were filed as active, the others as inactive; i = inactive; ? = inconclusive; nt = no result given; [ ] = remark or other dose. Unless noted, calls come from the whole dose curve; as a rule, active = well fitted curve in the direction sought with a large enough effect; inconclusive = small, poorly fitted or top-dose-only effect, or another doubt; inactive = no such curve, though single readings can be large; an effect the other way counts as inactive or inconclusive. Potency is the fitted concentration of half-maximal effect. Only part of the results is shown. The share of hits here may be higher or lower than overall.

Compound	GLS inh	G9a inh	POLI inh	PGK inhibitor	HP1b chromo inh	BLM inh	JMJD2A Tudor	BAZ2B block	Pin1 inhibitor
CCN(C(=O)c1cc2c(=O)n3ccccc3nc2n1C)C1CCCCC1	-4%	49%	40%[activator]	-3%	101%[activator]	0%	12%	55%[activator]	-3%
CC(=O)Nc1ccc(NC(=O)[C@@H]2CCCN2S(=O)(=O)c2ccc3c(c2)OCCO3)cc1	-4%	-4%	175%[activator]	3%	16%	0%	4%	-1%	0%
COc1ccc(OC)c(NC(=O)c2cc(S(=O)(=O)N3CCCC3)cn2C)c1	2%	11%	26%	0%	24%	-1%	-9%	-1%	-5%
CCCCNC(=O)CCNS(=O)(=O)c1ccc(Br)cc1	-5%	-31%[12.7 µM]	-14%	-1%	20%	-2%	-7%	-3%	-4%
C/C(=N\NC(=O)CSCc1cccc(Br)c1)c1ccc([N+](=O)[O-])cc1	-7%	-19%[59 µM]	18%	0%	28%	-1%	-11%[57.1 µM]	1%	-3%
CC1(C)CC(=O)C(C=Nc2ccc3cn[nH]c3c2)=C(O)C1	?	?	24%	6%	12%	-2%	-2%	25%	4%
CN(CC(=O)Nc1cccc(F)c1)C(=O)C1CC(=O)N(CCc2ccccc2)C1 (stereo unspecified)	-3%	-1%	1%	8%	32%	nt	0%	6%	-6%
CCCCNC(=O)C(C)N(CCN(C)C)C(=O)CCCCCN1C(=O)NC(c2ccc(Cl)cc2)C(C(=O)OCc2ccccc2)=C1C (stereo unspecified)	1%	nt	0%	-3%	-17%	nt	?	nt	1%
Cc1cc(C)c(C#N)c(SCCS(=O)(=O)Cc2ccc(Cl)cc2)n1	-10%	nt	3%	-7%	32%	-3%	5%	6%	1%
Cc1ccc(S(=O)(=O)Cc2ccc(C(=O)NCc3ccc4c(c3)OCO4)o2)cc1	2%	15%[12.7 µM]	?	-9%	-1%	-25%	?	?	0%
Cc1nc2c(-c3ccccc3)c(C)nn2c(C)c1CCC(=O)NCc1cccc(Cl)c1	-6%	-9%[59 µM]	-70%	5%	23%	-3%	-15%	-6%	-2%
O=C(NCCCN1CCOCC1)c1ccccc1N1C(=O)[C@@H]2Cc3c([nH]c4ccccc34)C(c3cccc(Cl)c3)N2C1=O (stereo partly specified)	3%	17%[12.7 µM]	95%[activator]	3%	-8%	-7%	-34%	?	?
CCN(CC)C(=O)Cn1cc(SCC(=O)NC2CCCC2)c2ccccc21	-9%	-30%	67%[activator]	i	50%[activator]	-7%	-9%	-17%	-2%
NS(=O)(=O)c1cccc(NC(=O)COC(=O)CNC(=O)c2ccc(-c3ccccc3)cc2)c1	-4%	?	31%	5%	35%	nt	-15%	-3%	2%
O=C(COC(=O)/C=C/c1ccc(OC(F)F)cc1)NCCN1C(=O)CSC1=O	4%	-3%	115%[activator]	-4%	4%	-1%	-31%	nt	-1%
Nn1c(COc2ccccc2F)nnc1SCC(=O)NC1CC1	-3%	-22%	12%	-5%	24%	nt	3%	11%	-7%
COc1ccc(CCC(=O)NCCc2ccc(OC)c(OC)c2)cc1	-9%	-12%	44%[activator]	-10%	2%	-2%	-15%	6%	-9%
Cc1cc(=O)n2ccccc2c1C#N	0%	19%[59 µM]	29%	-6%	20%	0%	-9%	5%	-9%
O=C(O)c1cccc(Cn2cc(Cl)cn2)c1	0%	-21%[59 µM]	-4%	7%	26%	-1%	-11%	?	1%
CCOc1cccc(SCc2noc(C(=O)NCC3CCCO3)c2C(=O)O)c1 (stereo unspecified)	18%	17%[0.501 µM]	?	-1%	28%	-4%	-15%	?	1%
COc1ccc(C2C(C(=O)N3CCC(C(N)=O)CC3)CC(=O)N2c2ccc(OC)cc2)cc1 (stereo unspecified)	3%	-4%[59 µM]	5%	7%	55%[activator]	0%	4%	-5%	-4%
O=C(NCCc1ccc(Cl)cc1)C(=O)NCC(c1ccco1)S(=O)(=O)c1ccccc1 (stereo unspecified)	-12%	18%[59 µM]	-9%	8%	41%[activator]	2%	-4%	4%	6%
Clc1ccc(CN2C3=NCCCN3c3ccccc32)c(Cl)c1	-9%	10%	-3%	-3%	37%	38%[activator]	-8%	2%	5%
COC(=O)c1ccc(NC(=O)Nc2ccccc2F)cc1	-1%	25%	21%	-27%	40%[activator]	1%	-3%	-26%	-4%
CCc1cccc(C)c1Nc1c(-c2cccc(O)c2)nc2cnccn12	-6%	26%[59 µM]	-4%	-8%	65%[activator]	1%	10%	5%	1%
C=C1C(=O)c2sccc2C(c2ccc(OC)c(OC)c2)C1COC(C)=O (stereo unspecified)	24%	nt	?	-3%	1%	nt	-22%	nt	10%
COC(=O)[C@@H]1CC(O)CN1C(=O)C12CC3CC(CC(C3)C1)C2 (stereo partly specified)	0%	-2%	-12%	1%	28%	-1%	10%	-5%	-7%
O=C1OCCC1Sc1nnc(-c2ccccc2)o1 (stereo unspecified)	-7%	2%	1%	i	24%	0%	-13%	-2%	0%
CC(=O)N1CCc2c(sc(NC(=O)C3COc4ccccc4O3)c2C(N)=O)C1 (stereo unspecified)	10%	nt	23%	11%	-4%	-8%	-12%	-25%	-1%
OC(CN1CCCCC1)Cn1c2ccccc2c2ccccc21 (stereo unspecified)	3%	31%	-5%	nt	44%[activator]	34%[activator]	6%	15%	-1%
COc1ccc(NC(=O)c2c(NCc3sccc3C)sc3c2CCCCC3)c(OC)c1	9%	11µM*	?	-5%	-18%	-7%	?	32µM*	15%
Cc1ccc(NC(=O)c2cncc(Br)c2)cc1S(=O)(=O)N(C)C	-9%	13%	-10%	-2%	?	4%	13µM*	3%	1%
O=C(COC(=O)c1ccc([N+](=O)[O-])s1)NCCc1ccccc1	3%	-1%[12.7 µM]	56µM*	-2%	18%	nt	-23%	-20%	nt
Cc1c(Br)c(=O)oc2c(C)c(O)ccc12	1%	21%[59 µM]	-3%	-3%	62%[activator]	5%	-6%[57.1 µM]	11%	2%
O=C(C1CCN(Cc2ccc(F)cc2)CC1)N(CCO)Cc1ccccc1	-2%	?	8%	-1%	-23%	-7%	3.5µM*	-16%	5%
Cc1cc(C(=O)N2CCN(C/C=C/c3ccccc3)CC2)no1	1%	50µM*	21%	5%	23%	-7%	-1%	-4%	3%

Just Pin1 inhibitor, for some of the entries so far:
canonical_smiles,Pin1 inhibitor
O=C1OCCC1Sc1nnc(-c2ccccc2)o1 (stereo unspecified),0%
Cc1ccc(NC(=O)c2cncc(Br)c2)cc1S(=O)(=O)N(C)C,1%
CC(=O)N1CCc2c(sc(NC(=O)C3COc4ccccc4O3)c2C(N)=O)C1 (stereo unspecified),-1%

Following part.
Compound	GLS inh	G9a inh	POLI inh	PGK inhibitor	HP1b chromo inh	BLM inh	JMJD2A Tudor	BAZ2B block	Pin1 inhibitor
CN(C)c1ccc(-c2noc(C3CCN(S(=O)(=O)c4cccc(C(=O)O)c4)CC3)n2)cc1	43%[activator]	12%[2.33 µM]	?	7%[11.5 µM]	9%	0%	-32%	-32%	-1%
CCCCCCNS(=O)(=O)c1ccc(Cl)s1	1%	-4%[12.7 µM]	21%	-3%	79%[activator]	-14%	34%	53%[activator]	0%
Cc1cc(C)n(CC(O)Cn2c3ccc(Cl)cc3c3cc(Cl)ccc32)c(=O)n1 (stereo unspecified)	6%	-11%[59 µM]	-8%	nt	-6%	-3%	-31%	-23%	1%
CN(CC(=O)Nc1c(Cl)cccc1Cl)C(=O)c1ccc(NS(=O)(=O)c2ccc3[nH]c(=O)[nH]c3c2)cc1	8%	nt	6%	4%	25%	nt	-4%	nt	3%
N#C/C(C(=O)N1CCOCC1)=C1\Nc2ccccc2S1	7%	?	16%	-2%	27%	-2%	-19%	-24%	3%
CC(C(=O)Nc1cccc(S(=O)(=O)N2CCOCC2)c1)N1CCN(C/C=C/c2ccccc2)CC1 (stereo unspecified)	8%	-7%	67%[activator]	-4%	-4%	2%	-21%	-18%	-10%
CN(C)c1ccc(/C=N/NC(=O)c2ccccn2)cc1	3%	nt	-1%[58.9 µM]	?	9%	-5%	-25%	?	-9%
CCOCCCNC(=O)c1ccc(N2CCOCC2)c(NS(=O)(=O)c2ccc(OC)cc2)c1	20%	-46%	24%	2%	20%	-11%	-17%	33%[activator]	-1%
O=C(Cc1cccs1)NNC(=S)NC(=O)c1ccc(F)c(F)c1	-6%	?	2%	0%	16%	1%	-2%	4%	-2%
N=C1S/C(=C\c2ccc(-c3ccccc3C(=O)O)o2)C(=O)N1c1ccc2c(c1)OCO2	?	3.5µM*	13µM*	-14%	28µM*	-20%	22µM*	20µM*	?
CC(C)c1nc(SCC(=O)N2CCCC2)c2c(=O)n(C)c(=O)n(C)c2n1	1%	nt	-6%	-11%	23%	nt	-1%	nt	-2%
CSc1nc2ccc(NS(=O)(=O)c3ccccc3F)cc2s1	6%	10%[59 µM]	157%[activator]	-8%	15%	-5%	-10%	5%	-3%
CCN1CCN(C(=O)/C=C/c2c(F)cccc2Cl)CC1	10%	0%[59 µM]	24%	-9%	19%	0%	-19%	-3%	-5%
COc1c2c(nc3occc13)C(CCC(C)(C)O)(OC)C(O)CC2 (stereo unspecified)	-1%	7%[59 µM]	5%	-4%	34%	0%	-9%	5%	1%
COc1ccc(CNC(=O)c2ccc(-c3nc(CSc4ccccc4)c(C)o3)cc2)cc1OC	-5%	-4%[59 µM]	40%[activator]	-3%	38%	-14%	-1%	-24%	-2%
O=C(CCS(=O)(=O)c1cccs1)N1CCN(c2ccc(F)cc2)CC1	-7%	7%[12.7 µM]	11%	-7%	19%	-3%	-8%	-25%	-1%
